# KCNQ2 inh – KCNQ2 potassium channel inhibitors, primary screen, cell-based, CHO-K1, FluxOR thallium flux, B-score (AID 2156); 20 min; active compounds read low; B-score at 10 µM; O88943; 310,000 tested, 1.1% active;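 active means fluorescence ratio B-score at most minus 3 library SDs, with starting brightness B-score within 2 library SDs, cut at about -5.5 in these data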
# CHT inh – inhibits the human high affinity choline transporter | 310,000 tested, 0.86% active | B-score at 10 µM | CHT-expressing cells, membrane potential dye, choline response; active compounds read low | AID 488975;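 active means B-score over 3 SD under the library average, and starting fluorescence ratio not unusually high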;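 further: choline stimulus applied at its EC90 after an EC20 pre-addition; B-score computed on integrated fluorescence ratio after choline addition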
# Target sequence (Q9GZV3 whole entry, looked up): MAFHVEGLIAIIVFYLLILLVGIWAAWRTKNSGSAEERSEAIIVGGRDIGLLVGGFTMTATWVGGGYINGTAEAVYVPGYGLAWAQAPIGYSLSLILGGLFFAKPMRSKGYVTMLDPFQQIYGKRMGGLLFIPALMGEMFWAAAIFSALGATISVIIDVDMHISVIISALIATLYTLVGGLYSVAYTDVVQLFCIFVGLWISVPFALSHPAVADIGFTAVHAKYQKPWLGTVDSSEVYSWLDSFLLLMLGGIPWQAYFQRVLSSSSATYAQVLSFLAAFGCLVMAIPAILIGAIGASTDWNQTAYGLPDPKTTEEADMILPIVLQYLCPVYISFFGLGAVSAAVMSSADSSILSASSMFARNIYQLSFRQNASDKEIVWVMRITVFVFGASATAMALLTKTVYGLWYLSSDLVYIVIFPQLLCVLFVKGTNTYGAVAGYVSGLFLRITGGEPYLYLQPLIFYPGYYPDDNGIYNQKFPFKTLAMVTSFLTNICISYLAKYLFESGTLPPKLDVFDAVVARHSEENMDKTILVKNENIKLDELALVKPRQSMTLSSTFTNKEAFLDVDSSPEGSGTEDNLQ
# * = called active by the depositor; i = inactive; x = no result given.
canonical_smiles	KCNQ2 inh	CHT inh
Cc1ccc(-c2csnn2)cc1	i	i
Cn1c2ccccc2c2n[nH]c(=S)nc21	i	i
Cc1ccc(-c2nnn(CC(=O)N(CC(=O)NC3CCCC3)c3ccccc3F)n2)o1	i	x
Cc1cccc(C2(c3cccc(C)c3)CC2C(=O)NCC2CCCO2)c1 (configuration not stated)	i	i
O=C(/C=C/c1ccco1)N(Cc1cccc(Cl)c1)C1CCS(=O)(=O)C1 (configuration not stated)	i	i
COc1ccc(CCNC(=O)CN(c2ccc(OC)c(OC)c2)S(=O)(=O)c2ccc(C)cc2)cc1	i	i
COc1ccc(C(=O)NC2CC3CCCC(C2)N3Cc2ccccc2)cc1 (configuration not stated)	i	i
COc1cccc(COc2ccc3c(C)c(Cc4ccccc4)c(=O)oc3c2)c1	i	i
O=[N+]([O-])c1ccc(N/N=C/C=C/c2ccco2)cc1	i	i
Cc1ccc(Cn2nnnc2CN2CCC(NC(=O)c3ccccc3F)CC2)cc1	i	i
COc1ccccc1C(=O)NCC(c1cccnc1)N(C)C (configuration not stated)	i	i
Cc1cc(C)n(-c2nc3sc4c(c3c(=O)[nH]2)CCCC4)n1	i	i
Cc1cccc(NC(=O)CCCCC(=O)Nc2cccc(C)c2)c1	i	i
NS(=O)(=O)OCCCCCc1ccccc1	i	i
COc1ccc(NC(=O)COc2nsnc2N2CCOCC2)c(OC)c1	i	i
CC(Oc1ccccc1F)C(=O)NNC(=O)c1cc2ccccc2o1 (configuration not stated)	i	i
COc1ccc(-c2cc(C(F)(F)F)n3nc(C(=O)NCc4ccco4)c(Cl)c3n2)cc1	i	i
O=C(CN1CCN(CC(=O)Nc2ccc(Cl)cc2)CC1)Nc1ccc(F)cc1	i	i
CC(C)(C)/C(Cn1cncn1)=N\OC(=O)Nc1ccc(Cl)cc1	i	i
O=C(NCCCN1CCCC1)C1CCN(C(=O)c2cc3sccc3n2Cc2ccc(F)cc2)CC1	i	i
NS(=O)(=O)c1cnccc1Nc1ccc(Cl)cc1	i	i
COCCn1nnnc1C(c1ccccn1)N1CCN(c2cccc(C)c2C)CC1 (configuration not stated)	i	i
Cc1c(NC(=O)Nc2cccc(F)c2)c(=O)n(-c2ccccc2)n1C	i	i
CCOC(=O)c1ccc(CNCc2ccc(C)cc2)cc1	i	i
Cc1ccc(C2CC(=O)C=C(Nc3ccc(Cl)cc3)C2)cc1 (configuration not stated)	i	i

# In the list so far, two contain a thiophene ring, fused or not.
canonical_smiles	KCNQ2 inh	CHT inh
Cc1cc(C)n(-c2nc3sc4c(c3c(=O)[nH]2)CCCC4)n1	i	i
O=C(NCCCN1CCCC1)C1CCN(C(=O)c2cc3sccc3n2Cc2ccc(F)cc2)CC1	i	i

# The listing picks up, starting 4 compounds before the break.
canonical_smiles	KCNQ2 inh	CHT inh
COCCn1nnnc1C(c1ccccn1)N1CCN(c2cccc(C)c2C)CC1 (configuration not stated)	i	i
Cc1c(NC(=O)Nc2cccc(F)c2)c(=O)n(-c2ccccc2)n1C	i	i
CCOC(=O)c1ccc(CNCc2ccc(C)cc2)cc1	i	i
Cc1ccc(C2CC(=O)C=C(Nc3ccc(Cl)cc3)C2)cc1 (configuration not stated)	i	i
COc1ccc(-c2cc(C(F)(F)F)nc(S(=O)(=O)CCCC(=O)Nc3cc(C)on3)n2)cc1OC	i	x
COc1ccc(C(=O)NCC(=O)N/N=C(C)\C=C\c2ccccc2)cc1OC	i	i
Cn1cccc1/C=C(/C#N)c1ccc(F)cc1	i	i
CCc1ccc(NC(=O)CS(=O)CC(=O)NCC2OCCc3ccccc32)cc1 (configuration not stated)	i	i
COc1ccccc1NC(=O)CSc1nnc(CCNC(=O)c2ccc(C)cc2)n1C	i	i
COc1ccc(C(=O)Nc2cccc(C(C)=O)c2)cc1OC	i	i
O=[N+]([O-])c1ccc2c(c1)C(O)n1ncnc1S2 (configuration not stated)	i	i
COC(=O)c1c(-c2ccccc2)csc1N1C(=O)Nc2ccccc2N1O	i	i
O=P(O)(O)c1ccccc1OCCCCCOc1ccccc1P(=O)(O)O	i	i
CC(C)CC(=O)NC(c1ccccc1)c1c(O)ccc2ccccc12 (configuration not stated)	i	i
CCOc1ccc(NC(=O)CCn2c(=S)oc3ccccc32)cc1	i	i
Cc1cc(C(=O)CSc2nnnn2C)c(C)n1Cc1ccco1	i	i
COc1cc(OC)cc(C(=O)NCCSC2CCCCC2)c1	i	i
COc1ccc(C(=O)Nc2ccc(S(=O)(=O)Nc3cc(C)nc(C)n3)cc2)cc1	i	i
CC1CCN(C(=O)Cn2nnc(-c3ccc(C(C)C)cc3)n2)CC1	i	i
COC(=O)c1ccc(COc2ccccc2/C=N/O)o1	i	i
CCOC(=O)c1ccc(NC(=S)N(CCCN(CC)CC)Cc2ccco2)cc1	i	i
COc1ccc(C2=NOC(C(=O)N(C)Cc3ccccc3)C2)cc1 (configuration not stated)	i	i
Cc1ccc(/C=N/NC(=O)CNC(=O)c2ccc(S(=O)(=O)N(C)C)cc2)o1	i	i
COc1cccc(/C=C/C(=O)OCC(=O)Nc2nnc(-c3ccccc3)o2)c1	i	i
COc1ccc(S(=O)(=O)Nc2ccc(C)cn2)cc1	i	i
CCC(=O)N1CCN(c2ccccc2NC(=O)COc2ccccc2Cl)CC1	i	i
CCOc1ccc(NC(=O)CNC(=O)c2ccc([N+](=O)[O-])cc2)cc1	i	i
NNC(=O)c1ncoc1-c1ccc(Cl)cc1	i	i
C=CCn1c(N2CCCC2)nc2c1c(=O)n(C)c(=O)n2C	i	i
Oc1ccc(Cl)cc1C1=Nc2ccccc2N=C(c2ccco2)C1	i	i
Cc1ccc(Nc2nnc(-c3ccc4c(c3)OCO4)o2)c(C)c1	i	i
Cc1nnc(NC(=O)C(C)Sc2nnc(-c3ccco3)n2C)s1 (configuration not stated)	i	i
CC(=O)Oc1cc2c(C(=O)NCc3ccncc3)c(C)oc2c2ccccc12	i	i
CCCCCC(=O)Nc1ccc(-c2cn3cccnc3n2)cc1	i	i
Cc1c(C(=O)O/N=C(\N)c2ccccn2)cccc1[N+](=O)[O-]	i	i
CC1CCCC(NC(=O)COC(=O)[C@@H](NC(=O)c2ccco2)C(C)C)C1C (some centres not stated)	i	i
CN(Cc1cccc(Cl)c1)C(=O)C1CSC2(C)CCC(=O)N12 (configuration not stated)	i	i
CC(=O)N1CCC(Nc2ccc(C)cc2)CC1	i	i
Cc1cc(C)n(-c2ccc(NC(=O)C3CCCCN3Cc3cccc4c3OCO4)cc2)n1 (configuration not stated)	i	x
CCN1C(=S)SC(=O)C1=C1C=C(C)OC(C)=C1	i	i
CCCCCCC(=O)NNC(=O)c1c(O)c2ccccc2n(CC)c1=O	i	i
O=C(CCNC(=O)C1CCN(S(=O)(=O)c2ccc(F)cc2)CC1)Nc1nccs1	i	i
O=C(C1=C(O)C(=O)N(CCN2CCOCC2)C1c1ccncc1)c1ccco1 (configuration not stated)	i	i
COC(=O)C(C)Sc1nc2c(cnn2-c2ccccc2)c(=O)[nH]1 (configuration not stated)	i	i
Cc1c(Br)cccc1NC(=O)c1sccc1-n1cccc1	i	x
CC(=O)Nc1cccc(C(=O)NCC2(N3CCCCC3)CCCCC2)c1	i	i
Cc1ccc(NC(=O)CC2NCCN(Cc3ccccc3)C2=O)cc1 (configuration not stated)	i	i
O=C(N1CCOCC1)N(Cc1ccco1)CC1CCCO1 (configuration not stated)	i	i
COC(=O)CCC/C=C1/SCC(NC(=O)c2ccccc2)/C1=N/O (configuration not stated)	i	i
COc1ccc(NS(=O)(=O)c2ccc(-c3coc(C)n3)cc2)cc1	i	i
C#CC1(NC(=O)NC(C)C)CCCCC1	i	i
COc1cc(C#N)c(NS(=O)(=O)c2ccc3[nH]c(=O)sc3c2)cc1OC	i	i
N#C/C(=C/c1ccc2c(c1)OCO2)C(=O)NCCc1c[nH]c2ccccc12	i	i
O=C(Nc1ccccc1)O[C@@H]1C[C@H]2CCC(=O)N3CC[C@@H](C1)[C@@H]23	i	i

# Entries of single compounds, quoted from the list. Order of values: KCNQ2 inh | CHT inh
# `O=C(CCNC(=O)C1CCN(S(=O)(=O)c2ccc(F)cc2)CC1)Nc1nccs1` is listed as i | i
# `CN(Cc1cccc(Cl)c1)C(=O)C1CSC2(C)CCC(=O)N12` (configuration not stated) is listed as i | i
# `Cc1cc(C)n(-c2ccc(NC(=O)C3CCCCN3Cc3cccc4c3OCO4)cc2)n1` (configuration not stated) is listed as i | x
# `O=C(N1CCOCC1)N(Cc1ccco1)CC1CCCO1` (configuration not stated) is listed as i | i

# Additional structures follow.
canonical_smiles	KCNQ2 inh	CHT inh
Cc1cnc(C(=O)NC(Cc2ccccc2)c2ccccc2)cn1 (configuration not stated)	i	i
CC(C)n1nc(C(=O)Oc2ccc(Cl)cc2)c2ccccc2c1=O	i	i
O=C(Cn1cccn1)N1CCCC(Nc2ccc(F)c(F)c2)C1 (configuration not stated)	i	i
COc1ccc(NC(=S)N/N=C/c2cccn2Cc2ccccc2F)cc1	i	i
C=CCNC(=O)c1onc(CSc2cccc(Cl)c2)c1C(=O)O	i	i
CC(C)n1c(SCC(=O)N2CCCCC2)nc2c1c(=O)n(C)c(=O)n2C	i	i
O=C(O)CCC(=O)NNc1ccccc1[N+](=O)[O-]	i	i
COC(=O)CCC(=O)OC1(C)C(=O)C=C2C=C(C3CC3)N(CCCOC(C)C)C=C2C1=O (configuration not stated)	i	i
CN1CCN(c2ccc(NC(=O)COc3ccc(Cl)cc3Cl)cc2)CC1	i	i
COc1cccc(NC(=O)C2C3CCC4C(CCC32)C4(Cl)Cl)c1 (configuration not stated)	i	i
COC(=O)c1ccc[n+](CCc2c[nH]c3ccccc23)c1	i	i
CCc1nc2ccccc2n1CCC(=O)O	i	i
CCOC(=O)N1CCN(C(=O)CSc2nnc(Cc3ccccc3)o2)CC1	i	i
CN1CCN(S(=O)(=O)c2cccc(C(=O)Nc3cccc([N+](=O)[O-])c3)c2)CC1	i	i
O=C(O)c1nn(CC(=O)N2CCN(S(=O)(=O)c3ccc(Cl)cc3)CC2)c(=O)c2ccccc12	i	i
O=C(O)c1ccc(NC2=C(Cl)C(=O)c3ccccc3C2=O)cc1	-10*	-10*
O=C(NCC(c1ccco1)N1CCCCC1)c1ccc(COc2ccccc2)cc1 (configuration not stated)	i	i
CCOC(=O)c1[nH]ncc1CN1CCCC(C(=O)c2ccc(OC)cc2C)C1 (configuration not stated)	i	i
Cc1ccc(-c2nnn(CC(=O)NCc3ccccc3)n2)c(-n2cnnn2)c1	i	i
COc1ccc(S(=O)(=O)Cc2ccc(C(=O)NCc3cccs3)o2)cc1	i	i
CCOC(=O)CSc1nnc(COc2cccc(C)c2)o1	i	i
COC(=O)Cc1ccc(NC(=S)NCCC(C)C)cc1	i	i
Clc1ccccc1OCc1nnc(-c2ccccc2Br)o1	i	i
COc1ccc(/C(C)=N/NC(=O)c2sccc2-n2cccc2)cc1	i	i
CCN(CC)c1ccc(-c2nc3cnccc3n2C)cc1	i	i
CC(=O)NC(NC(=S)Nc1ccc(N=Nc2ccccc2)cc1)C(Cl)(Cl)Cl (configuration not stated)	i	i
CCOc1ccc(N(CC(=O)Nc2ccccc2)S(C)(=O)=O)cc1	i	i
COc1ccc(NC(=O)N(Cc2ccc(C)cc2)Cc2ccccn2)c(OC)c1	i	i
O=S(=O)(NCc1ccncc1)c1ccc(S(=O)(=O)NCC2CCCO2)cc1 (configuration not stated)	i	i
Cc1sc2ncnc(-n3cnc4ccccc43)c2c1C	i	i
CCCC(C(=O)n1nc(C)cc1C)C(NS(=O)(=O)c1ccc(C)cc1)c1ccccc1 (configuration not stated)	i	i
Cc1ccc(CCNC(=O)C2CCN(S(=O)(=O)N3CCOCC3)CC2)cc1	i	i
Cc1cc(C)cc(OC(=O)c2cccnc2)c1	i	i
COc1cccc(NC(=O)CN(C)CC(=O)Nc2ccc(Cl)cc2[N+](=O)[O-])c1	i	i
CC(C)Oc1ccc(CNC(=O)C2CCCN(S(=O)(=O)N3CCOCC3)C2)cc1 (configuration not stated)	i	i
CN1CCc2c(sc3c2C(=O)NC(c2cccs2)N3)C1 (configuration not stated)	i	i
CCCCn1c(N)c(N(CCOC)C(=O)c2sc3cc(F)ccc3c2Cl)c(=O)[nH]c1=O	i	i
Clc1ccc(Cn2ncc3c(NCc4cccnc4)ncnc32)cc1	i	i
O=C(C1CCCO1)N1CCN(C(=S)Nc2ccc(Cl)cc2Cl)CC1 (configuration not stated)	i	i
N/C(CC(=O)Nc1cc(C(F)(F)F)ccc1Cl)=N\O	i	i
CCCCN(C)C(=O)c1cn(CC)c2nc(C)ccc2c1=O	i	i
CN(Cc1cccc(-n2cccn2)c1)Cc1cn(C)nc1-c1ccccc1F	i	i
O=C(CNC(=O)c1ccc(Br)o1)NCc1ccc(Cl)cc1Cl	i	i
CCOC(=O)C1=C(C)N(C)C(=S)N(C)C1c1ccc(OC)cc1 (configuration not stated)	i	i
Nc1nonc1-n1nnc(C(=O)c2ccccc2)c1-c1ccccc1	i	i
CCOC(=O)c1c(C)[nH]c(C(=O)COC(=O)c2ccc(O)cc2)c1C	i	i
Fc1cccc(CNc2ncnc3cc(Cl)ccc23)c1F	i	i
COc1ccc(CCN(Cc2cc3ccc(C)cc3[nH]c2=O)C(C)=O)cc1OC	i	i
Cc1cc(C)n(-c2nc3c(c(=O)[nH]c(=O)n3C)n2Cc2ccc(F)cc2)n1	i	i
O=[N+]([O-])c1ccccc1-c1cc(-c2cc(Cl)ccc2O)n[nH]1	i	i

# Compound activity: PubChem, Johns Hopkins Ion Channel Center
